Pol iota inh = blocks human DNA polymerase iota activity; Q9UNA4; Pol iota fluorescent replication assay, 10 min; Potency, µM (series often up to 115 µM), for inactives: at the top dose activity, negative = inhibition, usual class: inhibitors; 390,000 compounds, 1% hits; AID 588590; note: potency is the fitted concentration of half-maximal effect
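Pol iota at 10 nM preincubated 15 min with compounds at room temperature; reaction started with fluorescent substrate, 50 nM final. Fluorescence read kinetically at 0 and 10 min; buffer-only wells as negative control.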
POLK inh = blocks human DNA polymerase kappa activity. purified Pol kappa, fluorescent DNA synthesis assay, 10 min. Potency, µM (titrated, usually from 107 µM), for inactives: at the top dose activity, negative = inhibition, most hits filed as inhibitors. 400,000 compounds, 0.53% hits; note: potency is the fitted concentration of half-maximal effect; % is set by controls: 0 for no effect and ±100 for the full control effect
Target sequence (Q9UBT6 whole entry, looked up): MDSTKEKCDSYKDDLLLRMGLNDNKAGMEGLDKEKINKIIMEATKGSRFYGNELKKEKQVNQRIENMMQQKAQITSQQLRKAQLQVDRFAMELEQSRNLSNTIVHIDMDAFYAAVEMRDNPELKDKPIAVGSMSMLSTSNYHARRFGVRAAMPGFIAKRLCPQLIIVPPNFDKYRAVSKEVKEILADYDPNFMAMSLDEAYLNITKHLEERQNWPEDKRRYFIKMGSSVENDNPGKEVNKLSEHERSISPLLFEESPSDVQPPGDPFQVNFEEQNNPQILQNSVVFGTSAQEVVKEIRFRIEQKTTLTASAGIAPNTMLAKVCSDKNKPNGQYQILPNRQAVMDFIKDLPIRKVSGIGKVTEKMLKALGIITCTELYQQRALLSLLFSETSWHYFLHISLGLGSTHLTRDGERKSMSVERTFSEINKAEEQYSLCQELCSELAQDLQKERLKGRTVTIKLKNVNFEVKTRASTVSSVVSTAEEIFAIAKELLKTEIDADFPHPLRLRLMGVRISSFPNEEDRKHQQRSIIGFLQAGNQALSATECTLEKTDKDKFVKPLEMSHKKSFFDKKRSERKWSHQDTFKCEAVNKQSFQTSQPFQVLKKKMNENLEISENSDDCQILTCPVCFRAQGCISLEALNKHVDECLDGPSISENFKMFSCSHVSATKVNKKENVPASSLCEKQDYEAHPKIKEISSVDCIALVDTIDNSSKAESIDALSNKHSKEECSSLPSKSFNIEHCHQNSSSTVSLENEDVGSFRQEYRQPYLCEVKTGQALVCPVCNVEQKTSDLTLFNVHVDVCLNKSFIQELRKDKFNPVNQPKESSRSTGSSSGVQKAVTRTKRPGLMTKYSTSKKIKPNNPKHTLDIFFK
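Kinetic fluorescence screen: compound preincubated 15 min RT with 10 nM enzyme; 50 nM substrate (final) initiates; reads at 0/10 min.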
BLM helicase inh = Bloom syndrome helicase (human) inhibition; Potency, µM (series often up to 56.1 µM), inactives show top-dose activity change, negative = inhibition, hits mostly inhibitors; P54132; 350,000 compounds, 0.2% hits; recombinant BLM DNA unwinding, fluorescence dequenching;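 note: potency is the fitted concentration of half-maximal effect; plate controls were vehicle for no effect and no enzyme for full effect; nearly all actives have a fitted effect of over 35% in size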
Anesthetic bind = candidate novel general anesthetic via apoferritin binding. Potency, µM (titrated, usually from 77.5 µM), without a hit: top-dose activity change, negative = displacement, actives largely listed as inhibitors. 350,000 compounds, 0.074% hits. apoferritin/1-aminoanthracene competitive binding, fluorescence. P02791. AID 485281; note: potency is the fitted concentration of half-maximal effect; % is set by controls: 0 for no effect and ±100 for the full control effect; nearly all actives have a fitted effect of over 20% in size
Target sequence (P02791 2-175 limits assumed): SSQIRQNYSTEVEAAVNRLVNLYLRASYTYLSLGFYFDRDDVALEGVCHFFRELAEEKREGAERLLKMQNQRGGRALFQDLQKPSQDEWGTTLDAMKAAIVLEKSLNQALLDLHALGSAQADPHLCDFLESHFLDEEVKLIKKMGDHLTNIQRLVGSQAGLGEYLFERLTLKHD
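In PBS, apoferritin at 10 uM is loaded with 1-AMA from a 50% saturated solution. After 10 min of compound exposure at ambient temperature, reduced 535 nm fluorescence indicates probe displacement.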
ERG-DNA inh = inhibitors of human ERG Ets domain-DNA interaction. fluorescence polarization, His-ERG Ets domain / labelled DNA. 370,000 compounds, 0.028% hits. Potency, µM (highest dose often 76.9 µM), for inactives: top-dose FP activity, negative = inhibition, most hits filed as inhibitors. AID 624246; active = well fitted inhibition curve with a large enough effect in the polarisation, with a control signal flat; inconclusive = small, poorly fitted or top-dose-only effect, or effect the other way, or a change in a side signal; inactive = no such curve, though single readings can be large or run the other way; the % refers to the polarisation;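 note: polarization taken with two DNA probes labelled with fluorescein and Texas red; potency is the fitted concentration of half-maximal effect; % of control where 0% means no effect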
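His-tagged ERG Ets domain (1 uM in the protein solution; 300mM KCl, 50mM Tris-HCl, 1mM EDTA, 1mM DTT, pH 7.5) received compound, then a probe mix of 5 nM fluorescein-DNA and 100nM Texas-615-DNA. Fluorescence polarization was read for both dyes.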
TRHR agonist = agonists of human TRH receptor; P34981; TRHR cells, calcium flux fluo-8, FDSS agonist mode; activation, % at 2 µM; 360,000 compounds, 0.18% hits; AID 493084; in the data active = activation above about 30%; note: 0% is about no effect
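In this calcium-flux screen, cells bearing human TRHR are dye-loaded with fluo-8, baselined for 10 cycles, then exposed to library compounds; positive kinetic calcium responses during the agonist phase mark hits, with TRH as control.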
APE1 inh = APE1 (human) endonuclease inhibition | Potency, µM (titrated, usually from 65.8 µM), for inactives: at the top dose activity change, negative = inhibition, actives largely listed as inhibitors | recombinant APE1, TAMRA/BHQ-2 abasic DNA cleavage fluorescence | 350,000 compounds, 0.35% hits | AID 2517;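 note: potency is the fitted concentration of half-maximal effect; plate controls were vehicle for no effect and reference inhibitor for full effect; nearly all actives have a fitted effect of over 55% in size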
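Step 1: APE1 (0.75 nM) with compound, 15 min RT. Step 2: add 50 nM fluorophore/quencher THF duplex. Step 3: three fluorescence reads 60 s apart (525/598 nm); read 3 minus read 1 = reaction progress.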
POLB inh = DNA polymerase beta (human) inhibition; Potency, µM (series often up to 114 µM), inactives show top-dose activity change, negative = inhibition, actives largely listed as inhibitors; 340,000 compounds, 1.3% hits; Pol beta primer extension/strand displacement, fluorescence kinetic; note: potency is the fitted concentration of half-maximal effect; % is set by controls: 0 for no effect and ±100 for the full control effect
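Kinetic readout of DNA synthesis with strand displacement by Pol beta. Compound and 10 nM enzyme sit 15 min at room temperature; 50 nM substrate starts the reaction, read immediately and at 10 min.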
ALOX12 inh = ALOX12 (human) lipoxygenase inhibition; Potency, µM (titrated, usually from 108 µM), inactives show at the top dose activity change, negative = inhibition, hits mostly inhibitors; 580,000 compounds, 1.1% hits; P18054; purified 12hLO, xylenol orange hydroperoxide absorbance; note: potency is the fitted concentration of half-maximal effect; % is set by controls: 0 for no effect and ±100 for the full control effect
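Hydroperoxide product was detected by ferrous iron/xylenol orange as the 573 to 405 nm absorbance ratio. Arachidonic acid at 40 uM (final) was turned over for 30 min at room temperature by 150 nM human 12hLO, pH 7.0 Hepes buffer, after 15 min compound preincubation.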
* = called active by the depositor; ? = inconclusive; nt = no result given; & = joins results of further samples; [ ] = remark or other dose. Unless noted, calls come from the whole dose curve; as a rule, active = well fitted curve in the direction sought with a large enough effect; inconclusive = small, poorly fitted or top-dose-only effect, or another doubt; inactive = no such curve, though single readings can be large; an effect the other way counts as inactive or inconclusive. Some of the compounds tested; rates above refer to the full screens.

SMILES | Pol iota inh | POLK inh | BLM helicase inh | Anesthetic bind | ERG-DNA inh | TRHR agonist | APE1 inh | POLB inh | ALOX12 inh
O=C(NCCc1ccccc1)C1(c2cccs2)CCOCC1 | -2% | -6%[60.1 µM] | 2% | -5% | 5% | -0.2 | nt | 2% | -1%
Cc1ccc(CCNS(=O)(=O)c2cc3c(cc2C)n(C)c(=O)c(=O)n3C)cc1 | -1% | 7% | 0% | -21% | 10% | 0.1 | 18% | ? | 453%[activator]
O=C(O)c1cc2ccccc2c(Cc2cc3ccccc3c(C(=O)O)c2O)c1O (tested in a mixture with another compound) | nt | -12%[12 µM] | 1%[21.4 µM] | 29%[29.3 µM] | nt | nt | ? | nt | nt
C=CCn1c(CSCc2ccc(Cl)cc2)nnc1SCC(=O)NCc1ccccc1 | 6% | -1% | -7% | -12% | -5% | -1.2 | 0% | 1% | 0%
CC(C)CC1NC(=O)N(CC(=O)Nc2ccc(-c3ccccc3)cc2)C1=O (centres undefined) | -29% | -13% | nt | nt | 10% | 0.9 | -5% | nt | ?
Cc1cc(Nc2cccc(F)c2)n2ncnc2n1 | -12% | -6% | 3% | -6% | 3% | -0.2 | -5% | 0% | 1%[57.4 µM]
COc1ccc(C(CNC(=O)c2ccco2)N2CCCC2)cc1 (centres undefined) | -22% | 0% | nt | nt | 8% | -0.4 | 4% | nt | 33%[activator]
Cc1ccc2sc(-c3ccc(NC(=O)c4cc(-n5cnnc5)ccc4Cl)cc3)nc2c1 | ? | -8% | -2% | -4% | -2% | -0.8 | 18% | 13% | 14%
CC(NC(=O)CCn1ccc2cc(S(=O)(=O)N3CCCC3)ccc21)c1ccccc1 (centres undefined) | 12% | 4% | -2% | -19% | -15% | -0.4 | 63%[activator] | 14% | 41%[activator]
COc1ccc(CC(=O)OC(C)C(=O)NC2CCCCC2C)cc1 (centres undefined) | 98%[activator] | 5% | nt | nt | 2% | -0.1 | 14% | nt | -17%
COc1ccc(OC)c(NC(=O)CSc2ccc(-c3ccco3)nn2)c1 | 25µM* | ? | -9% | ? | 9% | -1.2 | 3% | 25µM* | ?
COc1cccc(C(=O)CC(=O)C(=O)Nc2cccc([N+](=O)[O-])c2C)c1 | 35%[activator] | -14% | -9% | -14% | 12% | 0.6 | 21% | -25% | 26%
N#C/C(=C\Nc1ccc(Cl)cn1)S(=O)(=O)c1ccccc1 | 104%[activator] | -15% | -5% | -9% | -4% | 0.1 | 4% | -1% | 10%
CN(CC(=O)Nc1ccc(OC(F)(F)F)cc1)C(=O)/C=C/c1cc2c(cc1[N+](=O)[O-])OCO2 | 38%[activator] | -29% | nt | nt | -11% | -0.2 | -5% | nt | ?
O=C(COC(=O)Cn1cnc2ccccc21)Nc1ccc2c(c1)C(=O)c1ccccc1C2=O | ? | -25% | -16% | -4% | 12% | 0.1 | 4% | ? | -14%
Cc1ccc(C)c(N2CN(CCC3=CCCCC3)CNC2=S)c1 | 165%[activator] | ? | -12% | 3% | -15% | 2.2 | 1% | 1% | ?
Cc1ccc(C(=O)OC2=C(C(=O)c3ccccc3)N(C)S(=O)(=O)c3ccccc32)cc1 | 89µM* | -11% | -7% | -2% | 2% | 0.5 | nt | ? | -3%
Cc1ccc2nc(N/N=C/c3ccccc3F)nc(-c3ccccc3)c2c1 | 15% | -6% | -7% | -9% | 2% | 0.1 | -2% | 37% | -4%
Cc1c(Cl)c(=O)n2c(=O)c(Cl)c(C)n12 | -7% | -3% | -3% | nt | -9% | 1.8 | -11% | 29% | 1%
CCOc1ccc(NC(=O)CNC(=O)c2nn(-c3ccc(OC)c(OC)c3)c(=O)c3ccccc23)cc1 | ? | -1% | -8% | 5% | 7% | -0.3 | 46% | -25% | 4%
COc1cccc(OC)c1C(=O)NNS(=O)(=O)c1ccc2ccccc2c1 | -20% | -12% | 1% | -4% | -4% | -0.3 | -8% | 17% | -14%
CCc1cccc(N2C(=O)N(Cc3c(F)cccc3Cl)c3ccccc3S2(=O)=O)c1 | 27% | -6%[60.1 µM] | -3% | 13% | -2% | 0.0 | nt | 4% | -21%
CN(CC(=O)NCc1cccnc1)S(=O)(=O)c1ccccc1 | -8% | -27% | -1% | -1% | 5% | -0.2 | -4% | 20% | 0%
CCOC(=O)/C(=N/Nc1ccccc1OC)N1CCCc2ccccc21 | 19% | 4% | -8% | -8% | 13% | 0.9 | -2% | -14% | ?
CC(=O)Nc1ccc(-c2nnc(SCC(=O)Nc3ccc4c(c3)oc3ccccc34)n2C)cc1 | 14% | -9% | -2% | -20% | -4% | -0.8 | 2% | -16% | 3%
CC1(C)C(=O)Nc2ccccc2N1C(=O)CSc1nc(-c2ccccc2)cs1 | ? | ? | -26% | -7% | 7% | -0.6 | 2% | ? | ?
CN(C)c1cc(-c2ccc(Cl)c(Cl)c2)oc(=O)c1Cl | ? | -25% | -2% | 2% | 9% | 0.3 | -2% | 12% | 291%[activator]
Cc1cc(C(=O)OCC(=O)Nc2ccc(F)cc2F)c(C)o1 | -6% | 4% | -1% | -16% | 9% | -0.4 | 2% | 3% | 0%
CC(C)CNS(=O)(=O)c1ccc(CC(C)C)cc1 | 22% | -5% | -6% | ? | -14% | -1.2 | -3% | -7% | -10%
O=C1C=C(c2ccccc2)C[C@H](c2cccs2)[C@H]1n1cnc([N+](=O)[O-])c1 | ? | -18% | 3% | -7% | 0% | 0.0 | -3% | 1% | -7%
CCCN(CCC)CCCNC(=O)c1cc2c(=O)n(CC)c3ccccc3c2s1 | 14% | -5% | -9% | -11% | -7% | 0.7 | -8% | 1% | ?
CCc1cccc(OCC2Cn3c(nc4c3c(=O)[nH]c(=O)n4C)O2)c1 (centres undefined) | 10% | -2% | -2% | -3% | 11% | 0.1 | -9% | 15% | 0%
Cc1ccccc1C(=O)N/N=C/c1cccc2ccccc12 | -25% | 4% | -2% | 0% | -2% | -0.2 | 24% | -8% | 14%
CCc1noc(C)c1C(=O)NNC(=O)c1cc(OC)cc(OC)c1 | -9% | 6% | nt | nt | -4% | 0.8 | 19% | nt | -9%
CCN(CCn1cccn1)C(=O)CCc1nnc(Cc2c[nH]c3ccccc23)o1 | 9% | 3% | 0% | -5% | 2% | 1.3 | 1% | 9% | 1%
COc1ccc(CC(=O)NC2CCN(CC(=O)Nc3ccc4c(c3)OCCO4)CC2)cc1OC | 4% | -4% | 2% | -3% | -4% | 1.1 | 1% | -3% | -22%
CC(C)N(CCc1ccncc1)C(=S)Nc1ccc(F)c(Cl)c1 | 135%[activator] | -11% | -3% | -2% | -3% | -0.1 | ? | 1% | -25%
CC1(C(=O)NC2CCCCCCC2)CCC(=O)N1CCN1CCOCC1 (centres undefined) | 1% | -6% | 1% | -6% | nt | 0.1 | -3% | 9% | 7%
CCOC(=O)c1cnc2c(C)cccc2c1NCCc1ccc(OC)c(OC)c1 | 10%&-2% | -10%[60.1 µM] | -2%&-7% | -6%&-1% | -7%&-3% | -0.4&-1.2 | -2% | -1%&-12% | 5%
COc1ccc(CCNC(=O)COc2ccccc2[N+](=O)[O-])cc1OC | 12% | -15% | -7% | -4% | -1% | 0.1 | -2% | 1% | 0%
CC(=O)NC(Cc1ccccc1)C(=O)NC1CCN(C(=O)NC2CCCCC2)CC1 (centres undefined) | ? | -10% | 4% | -5% | -5% | -0.2 | 0% | 4% | 16%
CC(C)c1c(O)nc(SCC(=O)N2CCOCC2)[nH]c1=O | -5% | -9% | -2% | -7% | nt | 0.8 | 1% | -2% | -2%
c1ccc(-c2onc(-c3ccco3)c2-c2ccc3c(c2)OCO3)cc1 | 20%&-1% | 10%&-8% | -12% | -10% | 6% | -0.2 | -2% | -1% | ?
O=C(NCC1CCCO1)c1coc2nc3ccccc3nc12 (centres undefined) | 12% | 5% | 1% | 77%[activator] | 1% | 0.9 | 9% | 0% | ?
Cc1ccc(NC2c3ncccc3C(=O)N2c2ccccc2C)cc1C (centres undefined) | 56µM* | -11% | -11% | -12% | 2% | -0.1 | -3% | 21% | 10µM*

Complete entries from above. Order of values: Pol iota inh	POLK inh	BLM helicase inh	Anesthetic bind	ERG-DNA inh	TRHR agonist	APE1 inh	POLB inh	ALOX12 inh
COc1ccc(CC(=O)NC2CCN(CC(=O)Nc3ccc4c(c3)OCCO4)CC2)cc1OC as listed: 4%	-4%	2%	-3%	-4%	1.1	1%	-3%	-22%
CC(C)N(CCc1ccncc1)C(=S)Nc1ccc(F)c(Cl)c1 as listed: 135%[activator]	-11%	-3%	-2%	-3%	-0.1	?	1%	-25%
O=C(NCC1CCCO1)c1coc2nc3ccccc3nc12 (centres undefined) as listed: 12%	5%	1%	77%[activator]	1%	0.9	9%	0%	?
CCCN(CCC)CCCNC(=O)c1cc2c(=O)n(CC)c3ccccc3c2s1 as listed: 14%	-5%	-9%	-11%	-7%	0.7	-8%	1%	?

Continued:
SMILES | Pol iota inh | POLK inh | BLM helicase inh | Anesthetic bind | ERG-DNA inh | TRHR agonist | APE1 inh | POLB inh | ALOX12 inh
Oc1ccccc1/C=N/n1cnn(Cc2ccccc2Cl)c1=S | -8% | 3% | 0% | -9% | -10% | 0.2 | 0% | -17% | ?
O=C(O)Cc1ccc(NC2(c3ccccc3)C(=O)c3ccccc3C2=O)cc1 | 0% | 6% | 4% | 2% | 2% | 1.1 | nt | 31% | 9%
CCNc1sc(S(C)(=O)=O)nc1S(=O)(=O)c1ccc(C)cc1 | ? | -7% | 2% | 50%[activator] | -4% | -1.8 | nt | 3% | -28%
O=C(NCCc1nc2ccccc2[nH]1)/C(=C/c1ccco1)NC(=O)c1ccccc1Br | -1% | 0% | 3% | 3% | 0% | -0.2 | 3% | 7% | -5%
Cn1c(SCC(=O)Nc2cccc(F)c2)nc2c([nH]c3ccccc32)c1=O | 9% | -15% | -2% | -5% | -3% | 0.3 | -2% | 4% | 0%
Cc1ccc(NC2=C/C(=N/S(=O)(=O)c3cccs3)c3ccccc3C2=O)cc1 | ? | -4% | -10% | -10% | -12% | 0.0 | -4% | -13% | -17%

High-throughput results from PubChem.
